Screens: PubChem BioAssay, National Center for Advancing Translational Sciences (NCATS)
KDM5B inh: inhibitors of human KDM5B histone demethylase; Potency, µM (titrated, usually from 57.7 µM), without a hit: at the top dose activity change, negative = inhibition, most hits filed as inhibitors; actives 2.6% (n = 220,000); KDM5B demethylase, FDH-coupled NADH fluorescence (FDH is formaldehyde dehydrogenase); Q9UGL1; active = well fitted inhibition curve with a large enough effect; inconclusive = small, poorly fitted or top-dose-only effect; inactive = no such curve, though single readings can be large or run the other way; note: 0% is about no effect; nearly all actives have a fitted effect of over 70% in size
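Coupled FDH/NAD⁺ fluorescence readout. KDM5BΔAP 200 nM final; compound titration, 10 min RT preincubation; substrate mix 12.5 µM H3K4me3, 25 µM 2-OG, 50 µM Fe(II), 100 µM ascorbate, 0.25 mM NAD⁺, 0.25 U/mL FDH; ΔRFU over 30 min.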
An asterisk follows results filed as active; ? = inconclusive; [ ] = dose if it differs, or a comment. Potency is the fitted concentration of half-maximal effect. The list is partial; count on the stated rates, not on these rows.

KDM5B inh | canonical_smiles
18.7% | COc1ccc(CNC(=O)N2CCC3(CC2)CC(Cc2nc(C4CC4)no2)CCO3)cc1 (centres undefined)
1.2%[86.2 µM] | CN(C(=O)Nc1ccccc1)C1CCCc2ccccc21 (centres undefined)
? | COc1ccccc1OCc1cc(C(=O)N2CCN(c3cnccn3)CC2)n[nH]1
-2.0% | COc1ccc(NC(=O)CCc2c(C)nn(-c3ccc(N4CCOCC4)nn3)c2C)cc1Cl
? | COC(=O)C1=C(C)N=C2SC=C(CC(=O)NCC3CCCO3)N2C1c1ccccc1F (centres undefined)
0.1% | CCOc1ccc(C(=O)Nc2cccc(-c3nc4ccccc4o3)c2C)cc1
9.6% | O=C(c1ccc(F)c(F)c1)N1C[C@@H](CO)[C@H](c2nc(C3CC3)no2)C1
-2.2% | Nc1nc(C23CC4CC(CC(C4)C2)C3)[nH]c(=O)n1
-21.5% | Cc1ccc(N(Cc2cccs2)C(=O)C(C)Oc2ccc(Cl)c(C)c2)cc1 (centres undefined)
? | CCCC(c1cccs1)n1cc(-c2cncnc2)nn1 (centres undefined)
? | COc1ncccc1-c1cnc2n[nH]c(-c3ccc(F)cc3C)c2n1
6.3% | COc1cc(OCc2ccccc2)ccc1CN1CC[C@@]2(O)CCNC[C@H]2C1
9.6% | Cc1ccc(C2NC(=O)N(CC(=O)N(C)c3ccccc3)C3=C2C(=O)OC3)cc1 (centres undefined)
-18.3% | CNC(=O)NC[C@H]1CCN(Cc2ccc(OC)c(OC)c2)C[C@H]1N(C)C
-2.9% | Fc1ccc(OCc2cc(-c3cccs3)on2)c(Br)c1
? | CC(NC(=O)CCCN1C(=O)CCn2nc(-c3cn(C)c4ccccc34)cc21)c1ccccc1 (centres undefined)
? | COc1cc(OC)c2c(C)c(CC(=O)Nc3ccc(CCO)cc3)c(=O)oc2c1
5.2% | COc1ccc2cnn(CC(=O)N3CCN(c4cccc(Cl)c4)CC3)c(=O)c2c1OC
-4.6% | COc1ccc(C(=O)Nc2cccc(/C(C)=N\NC(=O)c3ccoc3C)c2)cc1OC
-25.1% | COc1ccc(NC(=O)c2c(NC(=O)Cc3ccccc3)sc3c2CCCC3)cc1
-25.6%[86.2 µM] | O=C(Nc1ccccc1)C1=NO[C@@H]2CN(Cc3ccc4[nH]ccc4c3)C[C@H]12
15.7% | CCn1nc(C(=O)OCC(=O)NCC(C)C)c2ccccc2c1=O
10.8% | Cc1cccc(C(=O)N[C@@H](C)C(=O)O)c1
-1.3% | CCOC(=O)c1ccc(NC(=O)c2cc(=O)c3cc(C)c(C)cc3o2)cc1
1.4% | COC(=O)c1ccc2oc(=O)c(S(=O)(=O)c3ccccc3)cc2c1
-2.8% | COC(=O)c1ccc(NC(=O)C(NC(=O)c2ccc(C)cc2)C(C)C)c(C)c1 (centres undefined)
-9.0% | COc1cccc(NC(=O)C2CCN(C(=O)N3CC(C)Oc4ccccc43)CC2)c1 (centres undefined)
-3.7% | O=C(NC1CC1)C12CC3CC(CC(C3)C1)C2
? | Cn1c(=O)c2c(-c3ccccc3)n(-c3ccc(Cl)cc3)cc2n(C)c1=O
? | CCCc1nc(-c2ccc(-c3ccc(OC)cc3)nc2OC)no1
19.0% | Cc1sc(/N=C/c2cccc3ccccc23)c(C#N)c1C
13.3% | Cc1ccc(-n2c(C)nc3ccsc3c2=O)cc1
? | CC(C)NC(=O)C(=O)N1CCN(c2nc(-c3ccco3)c3c(c2C#N)CCCC3)CC1
18.8% | Cc1nc2nc(SCC(=O)NC3CCCC3)nn2c(C)c1Cc1cccc(Cl)c1
38.2%[activator] | O=C(CSc1nnc2ccccn12)N1CCN(Cc2cccc(Cl)c2)CC1
-25.4% | CC(C)C(=O)N1c2nc(-c3ccco3)nn2C2(CCCCC2)[C@@H]2CCCC[C@@H]21
? | CCOc1ccc(N2C(=O)c3[nH]nc(-c4ccccc4)c3C2c2ccc(O)c(OC)c2)cc1 (centres undefined)
24.4% | COc1ccc(C(=O)N2CCN(C(=O)c3ccccc3)C[C@@H]2C(=O)N[C@H]2CCCNC2=O)cc1
2.2%[86.2 µM] | COc1ccc(CN(C)Cc2ccccc2C(F)(F)F)cc1
11.1% | Cn1c(=O)c2c(nc(N3CCCCCC3)n2CCCc2ccccc2)n(C)c1=O

Sorted by number of heavy atoms (high to low): three of the compounds above
KDM5B inh | canonical_smiles
? | CCOc1ccc(N2C(=O)c3[nH]nc(-c4ccccc4)c3C2c2ccc(O)c(OC)c2)cc1 (centres undefined)
-9.0% | COc1cccc(NC(=O)C2CCN(C(=O)N3CC(C)Oc4ccccc43)CC2)c1 (centres undefined)
38.2%[activator] | O=C(CSc1nnc2ccccn12)N1CCN(Cc2cccc(Cl)c2)CC1

Additional structures
KDM5B inh | canonical_smiles
27.8% | Cc1nc(C2CC(O)C2)cc(N2CCC(OCc3cccnc3)CC2)n1 (centres undefined)
6.7% | COc1ccc(C(=O)N2CCC(C(NC(=O)c3ccccc3Cl)C(=O)N3CCCCC3)CC2)cc1 (centres undefined)
-20.4% | COc1ccc2cc3c(N)nn(C(=O)Cc4c[nH]c5ccccc45)c3nc2c1
-4.7% | Cc1noc(C)c1S(=O)(=O)N1CCCC(C(=O)Nc2ccc(C(C)C)cc2)C1 (centres undefined)
-6.3% | Cc1ccc(C)c(-c2nn(CC(=O)NCC(F)(F)F)c(=O)c3ccccc23)c1
31.6µM* | Cc1ccccc1-c1nc2cnccn2c1NCCC(=O)NCc1ccco1
? | CN1CCN(C)C2(CCN(C(=O)c3cn4cc(Cl)ccc4n3)CC2)C1
9.3% | O=C(NCCc1cccc2cccnc12)c1ccc2c(c1)CCCC2
17.6% | COc1ccc(Nc2ccc(N3C(=O)CC(C)C3=O)cc2[N+](=O)[O-])cn1 (centres undefined)
11.4% | CCCCN(C)CCN1C(=O)C2C(C(=O)Nc3ccc(Cl)cc3)C3C=CC2(O3)C1C(=O)NC1CCCCC1 (centres undefined)
? | COc1ccc(-c2cc3cc(OC)c(OC)cc3cn2)cc1OC
? | CCOc1ccc(Br)cc1C1C(C#N)=C(N)Oc2cc3c(cc21)OCO3 (centres undefined)
27.9% | COc1ccc(C(=O)NC2CCN(c3cnn(C)c(=O)c3)CC2)c(OC)c1
? | CN(C)CCCNc1c2ccccc2nc2ccccc12
1.7% | O=C(NCC1CCOCC1)Nc1ccc(C(F)(F)F)cc1
14.9% | O=C(CCc1ncc(-c2ccc(F)cc2)o1)N1CCC(n2cccc2)CC1
-19.4% | Cc1cc(C)c2oc(C(=O)Nc3ccc(S(=O)(=O)N4CCCCC4)cc3)cc(=O)c2c1
-22.8% | Cc1ccc2oc(C(=O)N3CCC(c4nc5ccccc5s4)CC3)c(C)c2c1
-17.1% | O=[S+]([O-])(c1cccs1)N1CCc2nc(C3CC3)nc(-c3ccc(Cl)cc3)c2CC1
-7.3% | C=CCNC(=O)N(C)CC(=O)Nc1c(C)cccc1C
25.1µM* | Cc1cccc(-n2nc(-c3c(C)nc4scc(CC(=O)NC5CCCCC5)n4c3=O)cc2C)c1C
-52.9% | COc1ccc(NS(=O)(=O)c2cc3c(cc2C)N(C(C)=O)CCO3)cc1
-28.2% | CCCC1=C(C(=O)OCC)C(c2cccc3ccccc23)C(C#N)=C(N)O1 (centres undefined)
? | CN(C)CCCNC(=O)c1ccc2c(c1)N(S(C)(=O)=O)CC2
1.1% | Cc1noc(C)c1CCCNC(=O)c1ccc(N(C)C2CCOC2)nc1 (centres undefined)
13.6% | CN(C)CCN(CC(=O)OC(C)(C)C)C(=O)CCCNC(=O)c1ccccc1
? | Cc1cc(C)cc(-c2ccc(CN3CCCC(c4nc5ccc(F)cc5c(=O)[nH]4)C3)cc2)c1 (centres undefined)
-10.5% | CCC1CN(S(=O)(=O)c2cc(-c3onc(C)c3C)ccc2C)c2cc(Cl)ccc2O1 (centres undefined)
12.3% | CC1CCC(C(=O)NC(C)c2ccccc2)CC1 (centres undefined)
? | COc1ccccc1NS(=O)(=O)c1cc(NC(=O)C2=NNC(=O)CC2)ccc1C
-15.9% | CCC(CC)c1nnc(NC(=O)c2cccc(S(=O)(=O)N(C)c3cccc(Cl)c3)c2)s1
2.8% | CC(OC(=O)/C=C/c1cccc2cccnc12)C(=O)NC1(C#N)CCCCC1 (centres undefined)
-23.0% | Cc1ccccc1Cn1cnc2nc3c(cc2c1=O)CC(C)CC3 (centres undefined)
? | CCOc1ccccc1NC(=O)C1=C(C)Nc2ncnn2C1c1cccs1 (centres undefined)
33.4% | O=C(Nc1ccc([C@@H](O)[C@H]2COCC(=O)N2Cc2ccc(F)cc2)cc1)c1cccs1
15.3% | Cn1c(N)c(C(=O)CSc2nnc(-c3c[nH]c4ccccc34)n2C2CC2)c(=O)[nH]c1=O
4.4% | O=C(Cc1ccccc1)NCC1CCOCC1
18.7% | CCNC(=O)N1[C@@H]2CC[C@H]1CC(NC(=O)c1ccc(F)cc1)C2 (some centres undefined)
-5.7% | CCCCNC(=O)CCn1c(=O)c2ccccc2n(CC(=O)NCCc2ccc(OC)c(OC)c2)c1=O
25.8% | CC(C)c1cc(C2CCN(Cc3cn[nH]c3-c3ccccc3)CC2)[nH]n1
26.1%[115 µM] | O=C1c2ccccc2CN1C1CCN([S+](=O)([O-])c2ccccc2)CC1
? | CC12CCC(C(=O)N(CC(O)CN3CCN(Cc4ccccc4)CC3)C1=O)C2(C)C (centres undefined)
25.7% | CN(C)CCCNc1nc2sc3c(c2c(=O)n1CCc1ccccc1)CCCCC3
-23.5% | CCCN(Cc1nc(-c2ccc(C(F)(F)F)cc2)oc1C)CC1CCCO1 (centres undefined)
-9.2% | CN1CCN([C@H]2CCN(C(=O)c3ccsc3)C[C@H]2CCCO)CC1
-24.5% | Cc1noc(-c2ccc(NCc3ccccc3)c([N+](=O)[O-])c2)n1
1.8% | COCCC(=O)N1CCC2(CC1)CC(N(Cc1ccc(F)cc1)C1CC1)CCO2 (centres undefined)
? | c1ccc(N2CCN(c3ncnc4[nH]ncc34)CC2)cc1
4.0% | O=C(Nc1ccc(CC(=O)N2CCOCC2)cc1)c1cc(Cl)ccc1Cl
? | COc1ccc(/C=C/c2nc(C#N)c(NCCCN(C)C)o2)cc1OC
22.5% | O=C(CCc1ncc(-c2ccccc2Cl)o1)Nc1ccc(F)cc1
? | O=C(O)C(=O)/C(=C/c1cccs1)c1ccc2ccccc2n1
-6.5% | CCCCn1c(NCc2c[nH]c3ccccc23)nc2ccccc21
-4.8% | COc1cccc(CNC(=O)[C@@H]2C[C@@H](O)CN2C2CCN(C(=O)c3sc(C)nc3C)CC2)c1
? | COc1cc(NC(=O)Nc2cc(-c3nc4cc(C)ccc4o3)ccc2OC)cc(OC)c1
-8.8% | CC(C)c1ccc(C(=O)O)s1
-15.4% | CC(C)C(=O)Nc1ccc2c(C(C(=O)O)N3CCN(Cc4ccccc4)CC3)c[nH]c2c1 (centres undefined)
10.9% | C=C(C)CNC(=S)N/N=C(/C)c1ccc(C)o1
-16.8% | Cc1cccc(C)c1NC(=O)CCC(=O)N1Cc2ccccc2Oc2ncccc21
-14.5% | O=C(c1ccc(F)cc1)N1CCC(Cc2nc(-c3cnccn3)no2)CC1

(list continues)
KDM5B inh | canonical_smiles
-9.1% | Cc1ncc(-c2ccc(C)c(S(=O)(=O)Nc3ccc(OC(F)(F)F)cc3)c2)o1
? | Cc1nc2ccccn2c1-c1ccnc(=S)[nH]1
? | Cc1ccc2c(C(=O)O)cc(-c3ccccn3)nc2c1C
-9.5% | Cc1ccc(NC(=O)NCc2c(C)nn(C)c2C)cc1C
1.6%[86.2 µM] | COc1ccc(-n2c(=O)c3c(n2Cc2ccccc2)CN(C(=O)C(C)C)CC3)cc1
25.1µM* | O=C(c1nc(-c2ccc(Cl)cc2)c2ccccn12)N1CCN(c2ncccn2)CC1
-7.5% | Cc1ccc(S(=O)(=O)N2CCCCCC2c2nnc(C)o2)c(C)c1 (centres undefined)
? | Cc1ccc(CN(C(=O)COc2c(C)cccc2C)C2CCS(=O)(=O)C2)o1 (centres undefined)
-7.0% | O=C(O)c1ccc2c(c1)N(C(=O)c1ccc(F)cc1)CC2
22.4µM* | CS(=O)(=O)Nc1ccc(C2(C(=O)N3CCN(c4ccccn4)CC3)CCCCC2)cc1
? | C=CCNC(=S)N/N=C/c1ccc(-c2ccc(Cl)cc2Cl)o1
12.1% | Cc1[nH]c2ccc(F)cc2c1CCN(Cc1ccncc1)C(=S)NC(C)(C)C
-18.8% | Cc1oc(-c2ccc(C(=O)NCCc3ccc(Cl)cc3)cc2)nc1CSc1ccccc1

By substructure: the entries above with a thiophene ring, fused or not
KDM5B inh | canonical_smiles
-21.5% | Cc1ccc(N(Cc2cccs2)C(=O)C(C)Oc2ccc(Cl)c(C)c2)cc1 (centres undefined)
? | CCCC(c1cccs1)n1cc(-c2cncnc2)nn1 (centres undefined)
-2.9% | Fc1ccc(OCc2cc(-c3cccs3)on2)c(Br)c1
-25.1% | COc1ccc(NC(=O)c2c(NC(=O)Cc3ccccc3)sc3c2CCCC3)cc1
19.0% | Cc1sc(/N=C/c2cccc3ccccc23)c(C#N)c1C
13.3% | Cc1ccc(-n2c(C)nc3ccsc3c2=O)cc1
-17.1% | O=[S+]([O-])(c1cccs1)N1CCc2nc(C3CC3)nc(-c3ccc(Cl)cc3)c2CC1
? | CCOc1ccccc1NC(=O)C1=C(C)Nc2ncnn2C1c1cccs1 (centres undefined)
33.4% | O=C(Nc1ccc([C@@H](O)[C@H]2COCC(=O)N2Cc2ccc(F)cc2)cc1)c1cccs1
25.7% | CN(C)CCCNc1nc2sc3c(c2c(=O)n1CCc1ccccc1)CCCCC3
-9.2% | CN1CCN([C@H]2CCN(C(=O)c3ccsc3)C[C@H]2CCCO)CC1
? | O=C(O)C(=O)/C(=C/c1cccs1)c1ccc2ccccc2n1
-8.8% | CC(C)c1ccc(C(=O)O)s1
